# Bioassay records as filed in PubChem BioAssay.
# BRCA1 expr act – BRCA1 expression activation; MCF7-BRCA1-FFLuc reporter, luminescence, 48 h; response scale: scaled: vehicle 0%, 10 µM genistein 100%; Potency, µM (top dose mostly 46.1 µM), for inactives: top-dose activation, actives largely listed as activators; hit rate 1.1% among 380,000; AID 624202; also: potency is read from the fitted curve at half-maximal effect; nearly all actives have a fitted effect of over 80% in size; some results filed as inactive show a strong effect at the top dose
#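 First, MCF7-BRCA1-FFLuc cells (2000/well) attach for 2 h; next, compounds are pin-added and incubated 48 h at 37 °C; finally, luciferase reagent is added and luminescence read after 15 min.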
# TSG101-PTAP inh – blocks PTAP/TSG101 interaction to inhibit HIV-1 budding | Fluorescence polarization, FITC-PTAP peptide / Tsg101 binding | Potency, µM (highest dose often 115 µM), for inactives: at the top dose activity change, negative = inhibition, most hits filed as inhibitors | 340,000 tested, under 10 active | Q99816; active = well fitted inhibition curve with a large enough effect in the main read-out, with a control signal flat, not every such curve was filed as active; inconclusive = small, poorly fitted or top-dose-only effect, or effect the other way, or a change in a side signal; inactive = no such curve, though single readings can be large or run the other way; also: potency is read from the fitted curve at half-maximal effect; % of control where 0% means no effect
#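 Steps: Tsg101 binding domain dispensed (10 uM final), compounds pinned in DMSO, FITC-labeled PTAP-motif peptide added (50 nM final); after 20 min binding at room temperature, polarization measured.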
# a7 integrin act – integrin-mediated muscular dystrophy alleviation activation; alpha7betagal myoblasts, beta-gal FDG fluorescence, 48 h; Potency, µM (doses to about 38.3 µM), inactives show at the top dose activation, hits mostly activators; hit rate 0.064% among 350,000;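 also: potency is read from the fitted curve at half-maximal effect; 100% = response of the positive control SU9516; nearly all actives have a fitted effect of over 60% in size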
#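 alpha7betagal+/- myoblasts (passage 13, 250/well) treated 48 h at 37C with compounds at 1:260 dilution of DMSO stock. Lysed, then beta-galactosidase activity read as FDG fluorescence (ex 480/em 540) after 30 min, with pre-read for autofluorescence.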
# ELG1 genotox – genotoxicity induction in ELG1-luciferase HEK293T cells; Potency, µM (top dose mostly 46 µM), without a hit: at the top dose activity change, positive = activation, most hits filed as activators; AID 504466; HEK293T ELG1-luciferase reporter, luminescence, 16 h; hit rate 1.3% among 330,000; also: potency is read from the fitted curve at half-maximal effect; % of control where 0% means no effect; nearly all actives have a fitted effect of over 60% in size
#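 Genotoxic stress is detected as increased luminescence from luciferase-tagged ELG1 in HEK293T cells, measured with ONE-Glo after a 16 hr treatment at 37 °C.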
# uPA generation – inhibitors of cell surface uPA generation; AID 540303; hit rate 0.31% among 330,000; cell surface uPA generation assay, qHTS; Potency, µM (highest dose often 38.3 µM), for inactives: top-dose activity change, negative = inhibition, usual class: inhibitors; active = well fitted inhibition curve with a large enough effect; inconclusive = small, poorly fitted or top-dose-only effect; inactive = no such curve, though single readings can be large or run the other way; tested in mouse RAW 264.7 cells; also: potency is read from the fitted curve at half-maximal effect; % is scaled to controls: 0 for no effect and ±100 for the full control effect; nearly all actives have a fitted effect of over 55% in size
# Eya2 inh – blocks the phosphatase activity of human Eya2; O00167; recombinant Eya2, OMFP fluorescence dephosphorylation (OMFP is methylfluorescein phosphate); Potency, µM (series often up to 76.9 µM), inactives show at the top dose activity, negative = inhibition, usual class: inhibitors; hit rate 0.006% among 330,000; also: potency is read from the fitted curve at half-maximal effect; % is scaled to controls: 0 for no effect and ±100 for the full control effect
#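 Eya2 (0.2 uM) preincubated 10 min at ambient with compound, then OMFP substrate added at 50 uM; 10 min reaction in 50 mM HEPES pH 7.5, 50 mM NaCl, 5 uM MgCl2, 0.05% BSA, 1 mM DTT. Fluorescence read at Ex 485/Em 525 nm.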
# B2AR arrestin – beta2AR (human) beta-arrestin recruitment activity. P07550. beta-arrestin recruitment to beta2AR, cell-based reporter. Potency, µM (series often up to 46.1 µM), for inactives: at the top dose activation, most hits filed as activators. hit rate 0.02% among 330,000. AID 492947;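 also: potency is read from the fitted curve at half-maximal effect; 0% = DMSO controls and full agonism = EC100 isoproterenol or metaproterenol; nearly all actives have a fitted effect of over 65% in size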
# Target sequence (P07550 whole entry, looked up): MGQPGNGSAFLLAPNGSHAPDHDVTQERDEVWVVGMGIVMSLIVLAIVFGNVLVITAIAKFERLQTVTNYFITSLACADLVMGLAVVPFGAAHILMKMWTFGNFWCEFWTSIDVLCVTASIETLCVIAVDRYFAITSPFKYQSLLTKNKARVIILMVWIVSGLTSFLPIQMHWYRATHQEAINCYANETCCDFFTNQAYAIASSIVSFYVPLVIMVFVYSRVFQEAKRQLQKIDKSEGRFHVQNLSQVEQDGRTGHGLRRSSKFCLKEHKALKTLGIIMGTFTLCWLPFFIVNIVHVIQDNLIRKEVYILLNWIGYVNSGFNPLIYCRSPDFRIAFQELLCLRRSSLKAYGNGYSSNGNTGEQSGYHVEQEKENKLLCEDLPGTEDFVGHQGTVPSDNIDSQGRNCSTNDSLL
# ASM inhibitor – human S-ASM enzyme inhibition; P17405; Potency, µM (top dose mostly 57.5 µM), for inactives: at the top dose activity change, negative = inhibition, usual class: inhibitors; placental ASM, HMU-PC fluorogenic substrate, 60 min; hit rate 0.006% among 340,000; also: potency is read from the fitted curve at half-maximal effect
#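 Human placenta-derived ASM preincubated with compound 10 min at room temperature, then reacted with 9 uM (final) fluorogenic HMU-PC substrate for 60 min at 37 C. Stop solution raises pH to 10; fluorescence read at Ex 386/Em 447 nm.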
# TRPV1 ag – agonists of human vanilloid receptor 1 (TRPV1); AID 540275; hit rate 0.19% among 320,000; TRPV1-expressing cells, Fluo-8 calcium influx, agonist mode; Q8NER1; activation, % at 8.33 µM; in the data active = activation above about 80%; inconclusive = between about 30% and that limit; also: 0% is about no effect
#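 Cells expressing TRPV1 were dye-loaded with Fluo-8 and read kinetically: 10 s baseline, 3 min after compound (agonist portion), then 2 min after EC20 capsaicin (allosteric enhancer portion). Calcium-bound dye fluorescence at 480/520 nm.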
# p53 reactivator – mutant p53 re-activation in reporter cells; H1299 p53-A138V BP100-luciferase reporter, luminescence, 24 h; Potency, µM (titrated, usually from 92.2 µM), for the others: at the highest dose activity change, positive = activation, most hits filed as activators; hit rate 0.063% among 320,000; AID 504706; also: potency is read from the fitted curve at half-maximal effect; % of control where 0% means no effect; nearly all actives have a fitted effect of over 45% in size
#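 p53-null H1299 cells stably carrying temperature-sensitive p53-A138V and a BP100-luciferase reporter were pinned with compounds (4-point, 1:5 series) and held 24 hrs at 37 deg C. Luminescence was read 10 min after detection reagent.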
# USP2a block – blocks human ubiquitin-specific protease USP2a; O75604; USP2 core, Ub-CHOP2 coupled fluorogenic reporter, 485/531; Potency, µM (top dose mostly 38.3 µM), inactives show at the top dose activity change, negative = inhibition, usual class: inhibitors; hit rate 0.01% among 330,000; AID 463254;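 also: potency is read from the fitted curve at half-maximal effect; plate controls were DMSO wells for no effect and full inhibition by NEM control for full effect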
# Target sequence (O75604 whole entry, looked up): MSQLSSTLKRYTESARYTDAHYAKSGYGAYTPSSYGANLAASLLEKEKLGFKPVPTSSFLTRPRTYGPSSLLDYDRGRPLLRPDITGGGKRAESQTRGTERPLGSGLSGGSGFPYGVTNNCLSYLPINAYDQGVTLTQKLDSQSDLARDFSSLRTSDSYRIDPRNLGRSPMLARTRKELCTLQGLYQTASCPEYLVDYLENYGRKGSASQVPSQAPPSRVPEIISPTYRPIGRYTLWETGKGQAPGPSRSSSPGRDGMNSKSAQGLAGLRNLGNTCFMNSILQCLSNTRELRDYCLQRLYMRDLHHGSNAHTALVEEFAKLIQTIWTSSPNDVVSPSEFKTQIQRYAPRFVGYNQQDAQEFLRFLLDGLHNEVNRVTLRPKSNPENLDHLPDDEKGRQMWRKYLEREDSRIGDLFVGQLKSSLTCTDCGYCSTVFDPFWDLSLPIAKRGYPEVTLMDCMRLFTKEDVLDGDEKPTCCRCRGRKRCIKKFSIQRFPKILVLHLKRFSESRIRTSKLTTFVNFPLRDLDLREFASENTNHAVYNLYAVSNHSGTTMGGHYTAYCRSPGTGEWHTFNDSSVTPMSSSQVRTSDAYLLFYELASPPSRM
#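 Cell-free coupled assay: 10nM USP2 core preincubated 30min RT with compound in Tris-HCl pH 8.0/CaCl2/CHAPS buffer, then 25nM Ub-CHOP2 and 25nM reporter substrate; fluorescence (Ex 485/Em 531) read after 60min RT, normalized to NEM inhibition, concentration-response curves fitted.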
# * = called active by the depositor; ? = inconclusive; nt = no result given; & = joins results of further samples; [ ] = remark or other dose. Unless noted, calls follow the shape of the dose curve; as a rule, active = well fitted curve in the direction sought with a large enough effect; inconclusive = small, poorly fitted or top-dose-only effect, or another doubt; inactive = no such curve, though single readings can be large; an effect the other way counts as inactive or inconclusive.
canonical_smiles	TSG101-PTAP inh	ASM inhibitor	BRCA1 expr act	ELG1 genotox	Eya2 inh	p53 reactivator	uPA generation	a7 integrin act	B2AR arrestin	USP2a block	TRPV1 ag
COc1ccc(CCN=C(NS(=O)(=O)c2ccccc2)c2ccccc2)cc1OC	0%	0%	-15%	-1%	4%	3%	1%	12%	0.1%	1%	3
c1ccc([C@H]2CC3C[C@@H](c4ccccc4)N2O3)cc1	-2%	1%	-10%	-4%	-5%	2%	0%	-2%	-0.5%	-1%	-1
COc1ccc(-c2cc(C(=O)N3CCCCCC3)no2)cc1	-1%	1%	?	4.6µM*	-6%	?	-5%	-12%	0.1%	-2%	23
NC(=O)[C@@H]1CCCN1Cc1nc(Cc2cccc(C(F)(F)F)c2)no1	-6%	0%	-6%	0%	3%	-2%	5%	-1%	-0.7%	1%	1
CCC(C)NC(=O)c1c(C)cc(=O)oc1C (configuration not stated)	3%	0%	16%	1%	-7%	-1%	nt	5%	-0.2%	2%	-4
O=C(NNC(=O)c1ccccc1OCc1ccc(F)cc1)c1ccncc1	-6%	5%	-4%	-2%	-2%	-4%	-3%	1%	0.0%	-1%	26
O=c1oc2ccccc2c2[nH]ccc12	-11%	-2%	-10%	0%	-3%	-2%	-5%	0%	-0.2%	2%	3
OCC1CCCN(c2ncnc3scc(-c4ccccc4)c23)C1 (configuration not stated)	4%	-2%	-18%	-2%	6%	3%	0%	11%	0.0%	-3%	5
CCCCNC(=S)N(CCO)Cc1cc2cc3c(cc2[nH]c1=O)OCCO3	0%	13%	-47%	6%	-4%	nt	-14%	1%	-0.4%	0%	4
Cc1cccc(N(C)C(=O)c2cc3cc4ccc(C)cc4nc3o2)c1	0%	-10%	-21%	21µM*	6%	3%	5%	-3%	0.0%	3%	8
CCc1oc(C(=O)OC)cc1CSC(=N)N	-2%	-5%	-10%	-1%	8%	16%	-2%	-28%	-0.5%	1%	-2
COc1ccc(NS(=O)(=O)N2CCOCC2)cc1	-3%	3%	-16%	2%	-12%	6%	2%	13%	-0.7%	-5%	0
O=c1c(OC2OC(CO)C(O)C(O)C2OC2OC(CO)C(O)C(O)C2OC2OC(CO)C(O)C(O)C2O)c(-c2ccc(O)c(O)c2)oc2cc(O)cc(O)c12 (configuration not stated)	-5%	8%	-7%	-4%	15%	0%	-23%	-10%	-0.5%	2%	-1
CCn1c(SCC(=O)N/N=C/C=C\c2ccccc2[N+](=O)[O-])nc2ccccc21	-3%	-6%	-31%	0%	-20%	2%	nt	-44%	0.0%	-5%	-4
O=C(O)Cn1nc2c3c(cccc3c1=O)-c1ccccc1-2	-7%	8%	-1%	2%	3%	0%	-13%	?	-0.2%	3%	-4
CCOc1ccc2c(c1)C(C)=CC(C)(C)N2S(=O)(=O)c1ccc(F)cc1	-4%	3%	-70%	1%	-6%	nt	8.9µM*	-24%	0.5%	3%	1
CCC(C)NC(=O)c1cn(CC)c2ccc(S(=O)(=O)N(C)C)cc2c1=O (configuration not stated)	-6%	0%	0%	4%	0%	-3%	-3%	-7%	-0.5%	3%	?
Cc1ccccc1-c1nn[nH]n1	-3%	1%	5%	2%	15%	-1%	nt	10%	0.1%	1%	-3
C/C(=N\NC(=O)c1cccc(Cl)c1)C1C(=O)c2ccccc2C1=O	-3%	-14%	-5%	0%	-20%	15%	6%	11%	-0.3%	-3%	5
CCOC(=O)[C@@H]1[C@H]2COc3ccc(Br)cc3[C@@H]2N2C(=O)N(c3ccc(Cl)cc3)C(=O)[C@]12C	0%	0%	-6%	nt	nt	nt	9%	8%	nt	nt	nt
COc1ccc(CN(C)C(=O)c2oc3ccccc3c2CSC)cc1F	-5%	-7%	-35%	0%	-10%	-2%	-6%	-51%[inhibitor]	-0.3%	-1%	13
O=[N+]([O-])c1cc2c(cc1CN1CCN(c3ccccc3)CC1)OCO2	-3%	-4%	22%	9%	1%	nt	4%	-23%	-0.8%	2%	0
Cc1ccc(OCC(=O)Nc2cccc(S(=O)(=O)N3CCCCCC3)c2)c([N+](=O)[O-])n1	-5%	3%	-52%	-8%	-1%	-2%	-19%	-6%	0.1%	0%	3
COc1ccc(C2C(C(=O)N3CC(C)CC(C)C3)c3ccccc3C(=O)N2C)cc1 (configuration not stated)	0%	1%	1%	2%	-8%	-8%	-2%	-15%	0.3%	-1%	-1

# Laid out differently: six of the compounds above
# The line under a structure holds: TSG101-PTAP inh	ASM inhibitor	BRCA1 expr act	ELG1 genotox	Eya2 inh	p53 reactivator	uPA generation	a7 integrin act	B2AR arrestin	USP2a block	TRPV1 ag
COc1ccc(C2C(C(=O)N3CC(C)CC(C)C3)c3ccccc3C(=O)N2C)cc1 (configuration not stated)
    0%	1%	1%	2%	-8%	-8%	-2%	-15%	0.3%	-1%	-1
CCOc1ccc2c(c1)C(C)=CC(C)(C)N2S(=O)(=O)c1ccc(F)cc1
    -4%	3%	-70%	1%	-6%	nt	8.9µM*	-24%	0.5%	3%	1
O=[N+]([O-])c1cc2c(cc1CN1CCN(c3ccccc3)CC1)OCO2
    -3%	-4%	22%	9%	1%	nt	4%	-23%	-0.8%	2%	0
CCn1c(SCC(=O)N/N=C/C=C\c2ccccc2[N+](=O)[O-])nc2ccccc21
    -3%	-6%	-31%	0%	-20%	2%	nt	-44%	0.0%	-5%	-4
Cc1ccccc1-c1nn[nH]n1
    -3%	1%	5%	2%	15%	-1%	nt	10%	0.1%	1%	-3
O=c1c(OC2OC(CO)C(O)C(O)C2OC2OC(CO)C(O)C(O)C2OC2OC(CO)C(O)C(O)C2O)c(-c2ccc(O)c(O)c2)oc2cc(O)cc(O)c12 (configuration not stated)
    -5%	8%	-7%	-4%	15%	0%	-23%	-10%	-0.5%	2%	-1

# The results go on:
canonical_smiles	TSG101-PTAP inh	ASM inhibitor	BRCA1 expr act	ELG1 genotox	Eya2 inh	p53 reactivator	uPA generation	a7 integrin act	B2AR arrestin	USP2a block	TRPV1 ag
CCOc1cccc(/C=N/NC(=S)Nc2cc(S(=O)(=O)N3CCOCC3)ccc2N2CCOCC2)c1O	1%	-2%	-82%	-2%	-1%	12%	-8%	-16%	-0.3%	-12%	-2
COc1ccccc1C(=O)N/C(=C\c1ccc2c(c1)OCO2)C(=O)NCCc1nc2ccccc2[nH]1	-4%	-1%	-30%	-6%	5%	-5%	-4%	-21%	-1.4%	-1%	2
O=C(NC(=S)N1CCOCC1)c1cn(-c2ccccc2)nc1-c1ccc(F)cc1	-1%	-1%	-51%	-2%	10%	-14%	-3%	-17%	0.2%	2%	16
NC(=O)NC1NC(=O)NC1=O (configuration not stated)	-11%	1%	2%&3%	0%	-2%	-6%	-5%	18%	-0.2%	3%	-1&5
O=C(COc1ccccc1C(=O)c1cnn(-c2ccccc2)c1)Nc1ccccc1	0%	?	46%&60%	5%&0%	0%	?	-6%	-6%	-0.1%	2%	1
O=C(COC(=O)C12CC3CC(CC(O)(C3)C1)C2)Nc1ccccc1OC(F)F	1%	0%	7%	-1%	3%	9%	0%	0%	-1.5%	-1%	1
CCN(CC)S(=O)(=O)c1ccc(NC(=O)Nc2cccc(C(F)(F)F)c2)cc1	-1%	-22%	-78%	-10%	3%	-12%	-14%	-25%	0.1%	3%	9
COc1cc(C(CC(=O)O)n2cnnn2)ccc1OC(C)C (configuration not stated)	-2%	-2%	3%	-1%	7%	1%	-1%	0%	0.0%	3%	-2
Cc1cccc(Cn2c(-c3ccc[nH]c3=O)nc3ccccc32)c1	1%	28%	1%	-2%	3%	-11%	-7%	15%	-0.4%	-1%	-1
CC(C)n1c(SCC(=O)N2CCN(C)CC2)nc2c1c(=O)n(C)c(=O)n2C	-1%	-1%	-18%	2%	-7%	2%	-2%	-19%	-0.1%	0%	0
CC(C)[C@H](NC(=O)c1ccccc1Cl)C(=O)NC1CCCCCC1	-3%	2%	18%	1%	8%	?	1%	16%	0.2%	1%	2

# This is a random part of the collection; 2.6% or so of the library scored in one or more.
